thrombin 1536: inhibitors of human thrombin; hit rate 0.26% among 220,000; inhibition, % at 5 µM; alpha-thrombin, Boc-VPR-AMC fluorogenic substrate cleavage;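 active = inhibition at or above 40%; inactive = inhibition below 40%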;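 also: 0% = enzyme with no compound and 100% = wells without enzyme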
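System: human alpha-thrombin protein; Compound dosing: one concentration per compound, 5 µM, with 0.2% DMSO; Timing: reaction at room temperature; Technique: AMC fluorescence, 355/460 nm; Controls: enzyme without compound as high, wells lacking enzyme as low.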
Cl transport mod: modulates chloride dependent transport by human KCC2. KCC2 cells, thallium flux FluoZin-2 fluorescence. B-score of Tl+ flux slope (higher = more flux/activation; lower = inhibition) at 10 µM. hit rate 2.2% among 190,000. Q9H2X9;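 active = thallium flux slope and its plate-corrected score both differing from the plate sample mean at a set confidence after two filtering rounds, in either direction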;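 also: slope of fluorescence scaled to starting intensity during 10 to 20 s after thallium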
Furin inhibitor: inhibitors of human furin. purified furin, fluorogenic substrate cleavage. hit rate 0.061% among 220,000. inhibition, % at 30 µM. AID 463115. P09958; in the data active = inhibition above about 25%; also: inactives centre near -15
EBV gp42 inh: inhibitors of Epstein-Barr virus glycoprotein 42. Q1HVG2. Fluorescence polarization binding assay, mP read-out. inhibition, % (tested at 21.74 µM). hit rate 0.42% among 220,000; in the data active = inhibition above about 50%
eIF4E-4G inh: blocks eIF4E binding to eIF4G. P63073+Q04637. inhibition, % at 21.7 µM. TR-FRET eIF4E-eIF4GI(517-606) binding, 2 h. hit rate 0.37% among 220,000;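 also: 0% = full FRET control wells and 100% = background wells lacking eIF4GI fragment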
KLK5 inh: inhibitors of human kallikrein 5; inhibition, % at 5 µM; recombinant hK5, fluorogenic AMC substrate cleavage; hit rate 0.59% among 210,000;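 active = inhibition of 40% or more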;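 also: 0% = enzyme controls without compound and 100% = no-enzyme blanks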
Rad51 HR inh: Rad51 (human) homologous recombination inhibition; hRad51 DNA strand exchange, fluorescence dequenching; inhibition, % at 10 µM; hit rate 0.085% among 200,000; Q06609; AID 1385;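 active = inhibition above 40% at the single screening dose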;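 also: 0% = DMSO control wells and 100% = blanks with heterologous ssDNA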
Target sequence (Q06609 whole entry, looked up): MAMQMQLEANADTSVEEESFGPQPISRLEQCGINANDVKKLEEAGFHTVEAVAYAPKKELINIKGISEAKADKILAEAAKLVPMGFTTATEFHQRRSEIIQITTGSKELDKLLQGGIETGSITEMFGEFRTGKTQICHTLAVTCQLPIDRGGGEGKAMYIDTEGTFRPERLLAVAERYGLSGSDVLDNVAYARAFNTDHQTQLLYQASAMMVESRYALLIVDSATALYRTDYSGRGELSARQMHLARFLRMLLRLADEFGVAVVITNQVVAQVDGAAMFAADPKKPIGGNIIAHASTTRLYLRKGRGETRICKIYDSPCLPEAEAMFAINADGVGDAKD
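Test system – preformed human Rad51 ssDNA filaments · Reagent – Donor/quencher-labelled 47-bp dsDNA substrate · Incubation – 37 °C 15-min filament assembly, 30-min compound preincubation, 15-min exchange · Signal – FRET fluorescence dequenching, excitation 485 nm, emission 520 nm · Read-out – percent inhibition from fluorescence, normalised to plate control and blank means · Benchmarks – plate control and blank wells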
14-3-3 Bad PPI: disrupts binding of bovine 14-3-3 zeta to phospho-Bad peptide. hit rate 0.71% among 220,000. inhibition, % at 21.7 µM. TR-FRET 14-3-3zeta/Dy647-pBad peptide displacement, 1 h. P63103;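 active = inhibition above about 70%, limit read from the data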;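 also: 0% = full 14-3-3 plus peptide FRET controls and 100% = background without 14-3-3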
Target sequence (P63103 whole entry, looked up): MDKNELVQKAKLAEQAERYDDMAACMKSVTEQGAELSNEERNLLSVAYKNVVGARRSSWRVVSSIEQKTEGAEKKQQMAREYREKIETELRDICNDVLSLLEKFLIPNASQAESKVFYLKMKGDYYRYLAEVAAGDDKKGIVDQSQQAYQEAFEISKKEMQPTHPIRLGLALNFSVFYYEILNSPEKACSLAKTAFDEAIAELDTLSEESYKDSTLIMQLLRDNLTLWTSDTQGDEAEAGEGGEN
NCF1 inh: inhibitors of human p47phox binding. p47phox/p22phox peptide binding, fluorescence polarization, 2 h. inhibition, % at 24.7 µM. hit rate 0.53% among 220,000. AID 1274. P14598;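 also: 0% = p47phox with labelled peptide and 100% = labelled peptide alone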
Target sequence (P14598 whole entry, looked up): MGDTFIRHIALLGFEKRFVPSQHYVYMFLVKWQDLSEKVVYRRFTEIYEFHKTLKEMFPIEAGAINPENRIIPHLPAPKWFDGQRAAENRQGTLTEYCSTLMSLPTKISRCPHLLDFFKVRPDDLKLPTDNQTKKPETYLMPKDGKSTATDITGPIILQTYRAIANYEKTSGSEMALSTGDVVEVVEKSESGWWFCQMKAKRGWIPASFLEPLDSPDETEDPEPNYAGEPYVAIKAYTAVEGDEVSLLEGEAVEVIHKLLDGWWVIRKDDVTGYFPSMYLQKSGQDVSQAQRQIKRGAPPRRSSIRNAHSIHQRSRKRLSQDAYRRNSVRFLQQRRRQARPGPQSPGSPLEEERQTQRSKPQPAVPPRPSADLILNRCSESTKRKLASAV
* = called active by the depositor; . = no result given; [ ] = dose if it differs, or a comment.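 The calls were made as follows, unless noted: active = inhibition above about 30% (limit read from the data); inactive = the rest.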

SMILES | thrombin 1536 | Cl transport mod | Furin inhibitor | EBV gp42 inh | eIF4E-4G inh | KLK5 inh | Rad51 HR inh | 14-3-3 Bad PPI | NCF1 inh
COc1ccc2c(c1)CCc1c-2n[nH]c1C(=O)O | -6 | -0.42 | -15 | -11 | -5 | 2 | 9 | -14 | -5
Cc1snc(S(=O)(=O)Cc2ccccc2Cl)c1C#N | -5 | -0.082 | -1[20 µM] | -15 | -5 | 18 | 1 | -5 | -18
CN1CCCN(Cc2ccccc2C(F)(F)F)CC1 | -1 | 1.2 | -22 | -22 | 94* | -1 | 4 | 81* | 7
CSc1nsc(SC)c1NC(=O)Nc1ccccc1C | -7 | . | -18 | 3 | -1 | 0 | 2 | -4 | 8
COc1ccccc1Nc1nc2ccc(C)cc2cc1C#N | 0 | 0.7 | -15[20 µM] | 57* | -2[fluorescence artefact?] | -3 | . | 2 | -5
O=C(NCC1COc2ccccc2O1)Nc1ccccc1F (stereo not drawn) | -11 | -1.7 | -13 | 2 | -2 | 1 | -6 | 1 | -10
CN(C(=O)c1ccccc1NC(=O)C(F)(F)F)c1ccccc1 | 0 | 0.76 | 6[20 µM] | -2 | 1 | 5 | -7 | 3 | -11
Cn1cccc1Cc1nnc(SCC(=O)N2CCOCC2)n1-c1ccc(F)cc1 | -8 | 2.2 | -20 | -7 | -4 | 13 | -7 | 1 | -12
CCOC(=O)c1sc2nc(-c3cccnc3)ccc2c1N | -8 | -0.71 | -22 | -5 | -1 | -4 | 5 | -9 | -6
Cc1nc(-c2ccccc2)sc1C(N)=O | -3 | . | -16[20 µM] | 5 | -4 | 0 | -5 | 2 | -16
Cc1cc(C)cc(NC(=S)N(Cc2ccc(Cl)cc2)Cc2ccc(C(=O)O)cc2)c1 | -14 | -0.39 | -12 | 7 | 2 | -3 | 11 | -12 | -9
CC(=O)n1cc([C@H]2C=C(C(=O)N3CCN(Cc4ccc5c(c4)OCO5)CC3)O[C@@H](OCCCCO)C2)c2ccccc21 | 0 | -0.71 | -31 | 1 | 1 | 1 | 1 | -2 | -12
CCCCCNC(=O)c1cc(S(=O)(=O)N2CCCC2)ccc1F | 0 | -0.039 | -19 | -1 | 7 | -13 | . | -2 | -6
CC(C)N1C(=O)CCC1C(=O)NCCc1ccc(Cl)cc1 (stereo not drawn) | 10 | 0.24 | -2 | -2 | -10 | 14 | . | -1 | 9
COCCn1c(SCC(=O)Nc2cccc(OC)c2)nc2c(oc3ccccc32)c1=O | -4 | 0.0085 | -20 | 1 | 6 | -25 | -1 | 0 | 13
CC1CNCCN1S(=O)(=O)c1cccc2cnccc12 (stereo not drawn) | -1 | 0.44 | -20 | -10 | 5 | -12 | 3 | 6 | 8
Cc1ccc(-c2noc(CCC(=O)NCCN3CCOCC3)n2)cc1 | -1 | 0.5 | -15[20 µM] | -15 | -4[fluorescence artefact?] | 16 | 9 | 12[fluorescence artefact?] | 1
O=C(O)c1cc2cccc(S(=O)(=O)N3CCOCC3)c2cc1O | -4 | -1.9 | -8 | 0 | -1 | -1 | 5 | 3 | 4
CC(=O)Nc1cc(N2C(=O)CCC2=O)ccc1Cl | 1 | -0.49 | -20 | -7 | -4 | -7 | . | 2[fluorescence artefact?] | -6
COC(=O)c1sc(NC(=S)NC(=O)c2ccccc2F)nc1C | -11 | 36* | 15 | 5 | -7 | -10 | -5 | -14 | -9

14 successive compounds out of the list so far, quoted:
SMILES | thrombin 1536 | Cl transport mod | Furin inhibitor | EBV gp42 inh | eIF4E-4G inh | KLK5 inh | Rad51 HR inh | 14-3-3 Bad PPI | NCF1 inh
COc1ccc2c(c1)CCc1c-2n[nH]c1C(=O)O | -6 | -0.42 | -15 | -11 | -5 | 2 | 9 | -14 | -5
Cc1snc(S(=O)(=O)Cc2ccccc2Cl)c1C#N | -5 | -0.082 | -1[20 µM] | -15 | -5 | 18 | 1 | -5 | -18
CN1CCCN(Cc2ccccc2C(F)(F)F)CC1 | -1 | 1.2 | -22 | -22 | 94* | -1 | 4 | 81* | 7
CSc1nsc(SC)c1NC(=O)Nc1ccccc1C | -7 | . | -18 | 3 | -1 | 0 | 2 | -4 | 8
COc1ccccc1Nc1nc2ccc(C)cc2cc1C#N | 0 | 0.7 | -15[20 µM] | 57* | -2[fluorescence artefact?] | -3 | . | 2 | -5
O=C(NCC1COc2ccccc2O1)Nc1ccccc1F (stereo not drawn) | -11 | -1.7 | -13 | 2 | -2 | 1 | -6 | 1 | -10
CN(C(=O)c1ccccc1NC(=O)C(F)(F)F)c1ccccc1 | 0 | 0.76 | 6[20 µM] | -2 | 1 | 5 | -7 | 3 | -11
Cn1cccc1Cc1nnc(SCC(=O)N2CCOCC2)n1-c1ccc(F)cc1 | -8 | 2.2 | -20 | -7 | -4 | 13 | -7 | 1 | -12
CCOC(=O)c1sc2nc(-c3cccnc3)ccc2c1N | -8 | -0.71 | -22 | -5 | -1 | -4 | 5 | -9 | -6
Cc1nc(-c2ccccc2)sc1C(N)=O | -3 | . | -16[20 µM] | 5 | -4 | 0 | -5 | 2 | -16
Cc1cc(C)cc(NC(=S)N(Cc2ccc(Cl)cc2)Cc2ccc(C(=O)O)cc2)c1 | -14 | -0.39 | -12 | 7 | 2 | -3 | 11 | -12 | -9
CC(=O)n1cc([C@H]2C=C(C(=O)N3CCN(Cc4ccc5c(c4)OCO5)CC3)O[C@@H](OCCCCO)C2)c2ccccc21 | 0 | -0.71 | -31 | 1 | 1 | 1 | 1 | -2 | -12
CCCCCNC(=O)c1cc(S(=O)(=O)N2CCCC2)ccc1F | 0 | -0.039 | -19 | -1 | 7 | -13 | . | -2 | -6
CC(C)N1C(=O)CCC1C(=O)NCCc1ccc(Cl)cc1 (stereo not drawn) | 10 | 0.24 | -2 | -2 | -10 | 14 | . | -1 | 9

More entries:
SMILES | thrombin 1536 | Cl transport mod | Furin inhibitor | EBV gp42 inh | eIF4E-4G inh | KLK5 inh | Rad51 HR inh | 14-3-3 Bad PPI | NCF1 inh
CCOC(=O)c1ccc(Oc2nc(NC)nc(SC)n2)cc1 | -1 | . | -23 | -22 | -19[fluorescence artefact?] | -21 | -3 | -6[fluorescence artefact?] | -11
COc1ccc2nc(NC(=O)CSc3nc4ccccc4o3)sc2c1 | -4 | 0.53 | -25 | -28 | -3 | 2 | 1 | 5 | -66
O=C(CN1CCC(Cc2ccccc2)CC1)N1CCc2ccccc2C1 | -1 | -0.7 | -15 | -16 | 2 | 14 | 13 | 9 | 3
Cc1ccc(-c2nc3ccccc3[nH]2)cc1NC(=O)c1ccc2c(c1)OCO2 | -4 | . | -7[20 µM] | 6 | -9 | -15 | 0 | -4 | -10
O=C(CSc1nnc(Cc2ccccc2)o1)c1ccccc1 | -9 | -4.4* | -21 | -6 | -1 | -1 | -3 | 4 | -11
COCCCNC(=O)c1cc(C(=O)c2c(-c3c(Cl)cccc3Cl)noc2C)c[nH]1 | -1 | -0.47 | -18[20 µM] | 3 | 8 | -22 | 5 | 6 | -3
O=C1c2sc3nc4ccccc4n3c2C(=O)N1c1ccccc1Cl | 1 | 0.79 | -23 | -12 | 4[fluorescence artefact?] | 1 | 5 | 3 | 2
CCOC(=O)Cc1ccc(NC(=O)c2ccc([N+](=O)[O-])cc2)cc1 | 0 | -0.83 | -18 | -6 | 5 | -26 | -2 | -3 | -11
COc1cccc(OC)c1OCCCc1c(C)n[nH]c1C | -8 | 0.5 | -10 | -17 | -1 | -3 | 1 | 21 | 3
Cc1ccc(OCC(=O)NCc2ccccn2)cc1 | 0 | 0.2 | -21 | -4 | -9[fluorescence artefact?] | -28 | -10 | -1 | -18
Cc1ccc2c(c1)nnn2C1CCN(C(=O)NCc2ccccc2)CC1 | 4 | -1.4 | -15 | 2 | -2 | -8 | 17 | -7 | -15
COc1ccc(C)cc1NS(=O)(=O)c1ccc(Br)s1 | 1 | . | -22[20 µM] | -1 | -1 | -1 | -1 | -2 | -11
CCCCOc1ccc(S(=O)(=O)n2c(C)nc3ccccc32)cc1 | -3 | 0.33 | -16[20 µM] | 8 | -1 | -21 | -8 | -1 | -3
CCOC(=O)CCC(=O)NNC(=O)COc1ccc(C(C)C)cc1Br | 0 | -1 | -19 | 1 | 0 | . | . | -14 | 5
CC(Sc1ccccc1)C(=O)NN=C1CCCC1 (stereo not drawn) | -14 | 0.0028 | -19 | -16 | 0 | -4 | 3 | -4 | 1
O=C1C2C3c4ccccc4C(c4ccccc43)C2C(=O)N1c1nc(-c2ccccc2)cs1 (stereo not drawn) | 3 | 0.27 | -16[20 µM] | -1 | -1 | -23 | -5 | 6 | -3
Cc1ccc(-c2ncns2)cc1 | 2 | 0.79 | -16 | -8 | 0 | 0 | -2 | -4 | 0
COC(C[C@H](O)CC(=O)COCc1ccccc1)OC | -5 | 1.1 | -31 | -14 | 1 | 1 | 4 | -4 | -10
Cc1cc2c(C)c(C)c(=O)[nH]c2cc1N | -31 | . | -71[20 µM] | -7 | -1[fluorescence artefact?] | -1 | 0 | 4[fluorescence artefact?] | -5
Cc1ccc2cc(CN(Cc3ccco3)C(=S)NCC3CCCO3)c(=O)[nH]c2c1 (stereo not drawn) | -9 | -0.87 | -3 | 6 | -2 | 2 | -1 | 9 | 2
Cc1ccc(OCC(=O)Nc2ccc(N3CCOCC3)cc2)cc1 | 2 | . | -29 | -6 | -9 | 5 | 0 | -2 | 0
COc1ccc(NC(=O)C2CCN(c3nnnn3-c3ccccc3)CC2)cc1 | 8 | -0.46 | -16[20 µM] | -22 | -2 | 1 | -2 | 6 | -1
CN=C(Nc1cc(C)nn1CCC#N)c1ccccc1 | 4 | 0.47 | -20 | -15 | -4 | 1 | -6 | -11 | -7
O=S(=O)(Nc1nc2ccccc2nc1Cl)c1ccc(F)cc1 | 0 | . | -10 | -4 | -1 | -4 | 22 | 0 | -7
COc1cccc(OCC(O)CN2CCN(c3ccccn3)CC2)c1 (stereo not drawn) | 9 | -0.18 | -10 | -4 | 6[fluorescence artefact?] | -6 | . | 36[fluorescence artefact?] | 3
COc1cccc(/C=c2\s/c(=C\C(=O)C(C)(C)C)[nH]c2=O)c1 | -11 | . | -15 | -10 | -3 | 1 | -8 | -8 | -10
Cc1ccc(-c2csc(SCC(=O)Nc3cc(C)on3)n2)cc1 | 6 | . | -15[20 µM] | -2 | 2 | -2 | -4 | -3 | -10
O=C(/C=C/c1ccccc1)N1CCN(Cc2nc3ccccc3c(=O)[nH]2)CC1 | -2 | 0.0055 | -17[20 µM] | -4 | 0 | -8 | -2 | 3 | -12
Cc1ccc(-n2nnnc2SCC(=O)N2Cc3ccccc3CC2C(=O)O)cc1 (stereo not drawn) | -6 | 0.76 | -10 | -4 | -3 | 1 | . | -13 | -8
O=C1CCCN1c1ccc(S(=O)(=O)N2CCC(c3ccccc3)CC2)cc1 | -16 | -0.066 | -13[20 µM] | -11 | -7 | -28 | -1 | -1 | 11
CCOc1ccc(CCNC(=O)c2cccc(N3CCCC3=O)c2)cc1OCC | -2 | -0.07 | 1[20 µM] | -2 | 5[fluorescence artefact?] | -2 | 3 | 6[fluorescence artefact?] | -15
CCN(CC)CCCNC(=O)/C=C/C(=O)O | 0 | . | -25 | -8 | 0 | 0 | 2 | -2 | -7
COc1ccccc1NS(=O)(=O)c1ccc(O)c(NC(=S)NCC2CCCO2)c1 (stereo not drawn) | -4 | 0.32 | -14 | 8 | -3 | 1 | . | 2 | -11
COc1ccccc1-c1c(C)nn2c(NCCN3CCCC3)cc(C)nc12 | 5 | -0.094 | -27 | -21 | 1 | -17 | -4 | 5 | -13

Compounds were not picked by outcome; any-hit rate near 4.7%.
